# SKN-1 block: suppressors of acrylamide-induced Pgst-4::GFP reporter in worms, primary screen, SKN-1 inhibitor project, whole organism, uHTS, GFP/RFP fluorescence ratio, strain VP596; C. elegans VP596 Pgst-4::GFP/RFP ratio, 24 h; inhibition, % at 21.8 µM; 360,000 compounds, 0.49% hits;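 active = interference check ratio from 0.5 to 1.5 plus GFP to RFP signal ratio inhibition reaching or exceeding a fixed threshold, cut at about 30% in these data, passing the limit was not always enough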; also: some compounds called inactive have numbers as strong as hits
# Rin1 Abl inh: inhibitors of Rin1-Abl protein binding, primary screen, biochemical, TR-FRET; Tyrosine-protein kinase ABL1 (Homo sapiens) + Ras and Rab interactor 1 (Homo sapiens), …; inhibition, % at 7.35 µM; 360,000 compounds, 0.4% hits; in the data active = inhibition above about 5%, passing the limit was not always enough
# Neddylation inh: inhibitors of cullin neddylation, primary screen, biochemical, TR-FRET, uHTS, NAE and Ubc12; NEDD8-conjugating enzyme Ubc12 (Homo sapiens) + NEDD8-activating enzyme E1 regulatory …; calls only at 25 µM; AID 651699, 2012; 360,000 compounds, 0.58% hits; in the data active = inhibition above about 36%
# Target sequence (P61081 whole entry, looked up): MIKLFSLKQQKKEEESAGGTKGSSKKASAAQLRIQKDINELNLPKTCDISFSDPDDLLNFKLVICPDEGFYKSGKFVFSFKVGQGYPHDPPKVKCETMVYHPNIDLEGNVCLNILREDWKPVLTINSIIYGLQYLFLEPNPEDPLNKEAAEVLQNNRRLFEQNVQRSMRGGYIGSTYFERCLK
# Target sequence (Q13564 whole entry, looked up): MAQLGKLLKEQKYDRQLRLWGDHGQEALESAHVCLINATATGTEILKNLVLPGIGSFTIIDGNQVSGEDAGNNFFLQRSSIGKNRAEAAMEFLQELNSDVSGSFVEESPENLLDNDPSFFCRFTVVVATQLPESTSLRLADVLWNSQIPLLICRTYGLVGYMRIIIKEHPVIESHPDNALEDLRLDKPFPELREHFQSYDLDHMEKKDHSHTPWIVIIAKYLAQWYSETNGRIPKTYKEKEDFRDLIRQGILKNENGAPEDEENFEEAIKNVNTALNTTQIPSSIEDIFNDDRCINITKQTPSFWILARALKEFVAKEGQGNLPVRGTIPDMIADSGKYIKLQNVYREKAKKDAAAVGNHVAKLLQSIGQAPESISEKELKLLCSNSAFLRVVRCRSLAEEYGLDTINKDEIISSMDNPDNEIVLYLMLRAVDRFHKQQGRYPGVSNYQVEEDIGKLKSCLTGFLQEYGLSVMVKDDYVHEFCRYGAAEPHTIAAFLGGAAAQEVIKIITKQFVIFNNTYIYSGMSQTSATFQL
# MT1-MMP act inh: blockers of MT1-MMP proenzyme processing, primary screen, HT1080 RFP-PRO-GFP cells, GFP/RFP fluorescence. GFP/RFP ratio fluorescence, overnight; percent of plate control window, DMSO zero. GFP/RFP ratio change, % at 20 µM. 360,000 compounds, 0.061% hits. AID 651647, 2012;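 active = GFP/RFP ratio change of at least 30% with cell ATP level not reduced by more than half and red fluorescence within 50% of control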; also: strong numbers were not always called active
#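 Assay system: RFP-PRO-GFP reporter HT1080 cells; read-out basis: GFP/RFP fluorescence ratio; benchmarks: DMSO wells and RFP-L50D-GFP cells; doses: 20 µM single dose, 1% DMSO; schedule: overnight cell settling, then overnight compound exposure, 37 °C, 5% CO2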
# E coli Lon inh: inhibitors of E. coli Lon protease, primary screen, biochemical, fluorescence polarization | P0A9M0 | purified E. coli Lon protease | inhibition, % at 7.94 µM | 360,000 compounds, 0.42% hits; in the data active = inhibition above about 13%, passing the limit was not always enough;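 also: 0% = enzyme with probe and DMSO and 100% = no enzyme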
# MsrA inhibitor: bovine MsrA enzyme inhibitors, primary screen, biochemical, absorbance, HTS | Methionine sulfoxide reductase A (Bos taurus) | purified bovine MsrA, absorbance read-out | inhibition, % at 15.5 µM | 360,000 compounds, 0.75% hits; in the data active = inhibition above about 4.5%;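 also: 0% = vehicle wells with enzyme and 100% = reference inhibitor wells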
# CendR NRP1 mod: modulators of CendR peptide binding to NRP-1, primary screen, biochemical, fluorescence polarization, uHTS; inhibition, % at 25 µM; 360,000 compounds, 0.85% hits; Neuropilin-1 (Homo sapiens), O14786; FAM-RPARPAR peptide binding to NRP-1; AID 602438, 2012;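 active = inhibition or corrected inhibition above about 18%, plus a signal ratio from 0.5 to 1.5, limit read from the data, passing the limit was not always enough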; also: strong numbers were not always called active
# MsrA act: bovine MsrA enzyme activators, primary screen, biochemical, absorbance, HTS; 360,000 compounds, 0.3% hits; activation, % at 10.6 µM; AID 602163, 2012; purified bovine MsrA, absorbance read-out; in the data active = activation above about 7.5%;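 also: 0% = vehicle and 100% = reference activator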
# FAS-TE inh: FAS thioesterase domain inhibitors, primary screen, biochemical, fluorescence intensity, uHTS. Fatty acid synthase (Homo sapiens), P49327. recombinant FAS-TE, OMFH fluorogenic substrate, fluorescence endpoint. inhibition, % at 15 µM. 360,000 compounds, 0.67% hits;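 active = compounds whose normalised, plate-corrected inhibition of enzyme fluorescence in the single-dose primary screen is 50% or more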;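 also: 0% = DMSO with enzyme and 100% = substrate without enzyme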
# The depositor's hits bear a star; i = inactive; / = not tested or not shown.
entry	Compound	SKN-1 block	Rin1 Abl inh	Neddylation inh	MT1-MMP act inh	E coli Lon inh	MsrA inhibitor	CendR NRP1 mod	MsrA act	FAS-TE inh
1	CCN(C(=S)Nc1cccc(C)c1)c1ccccc1	15	2	i	7	-2	-0.9	-16	-3	-4
2	O=C(N[C@@H]1CC[C@H](CCn2cc(-c3ccccn3)nn2)O[C@@H]1CO)c1ccncc1	-7	/	i	3	/	-1.2	3	/	/
3	COc1ccc(-c2noc(CCCC(=O)N3CCOCC3)n2)cc1	5	1	i	2	-16	-0.4	2	-3	-7
4	C[C@H]1CN=C(Nc2ccccc2)N1CCC1CCCCC1	1	2	i	0	12	0.0	2	1	-10
5	O=C1CCCN1c1ccc(S(=O)(=O)N2CCN(c3ccccc3)CC2)cc1	18	4	i	3	1	1.3	-6	-2	0
6	CC1(O)N(Cc2ccccc2)C(=O)OC12CCCCC2 (centres undefined)	17	-1	i	0	-2	0.3	2	0	-1
7	CCC1CCCCN1C(=O)CSc1nc(N)c(NC(=O)c2ccc(OC)c(OC)c2)c(=O)[nH]1 (centres undefined)	0	-1	i	-5	-6	0.1	2	-3	-6
8	CCOc1ccccc1NC(=O)CN(c1ccc(C)cc1)S(=O)(=O)c1c(C)noc1C	6	-2	i	-14	-10	1.0	14	3	28
9	C=C(C)Cn1c(NCCC)nc2c1c(=O)n(C)c(=O)n2C	-2	-3	i	3	0	0.4	0	-6	-9
10	CC(=O)Oc1ccc(C(=O)[C@H]2[C@H]3C(=O)N(c4cccc5ccccc45)C(=O)[C@H]3[C@@H]3C=CC=NN32)cc1	6	0	i	-20	-31	1.4	-57	-3	0
11	CCC(=O)Nc1c(-c2ccccc2)c(=O)c2ccccc2n1C	-6	-2	i	-1	-16	0.5	-6	-2	-2
12	CC(=O)C1[C@H](N(C)C)CC2C3CC=C4CC(O)CC[C@]4(C)C3CC[C@@]21C (some centres undefined)	0	3	i	-3	10	-0.2	5	-7	-2
13	COc1ccc(OC)c(NC(=O)COC(=O)Cn2nnc(-c3ccccc3)n2)c1	-4	4	i	1	0	-0.3	5	-1	-10
14	CCCn1c2ccccc2c2cnn(CC(=O)NCCCN3CCN(c4ccccc4)CC3)c(=O)c21	19	-4	i	3	-3	1.7	7	1	2
15	CCOC(=O)c1c(NC(=O)C2CCCO2)sc(C(=O)OC(C)(C)C)c1C (centres undefined)	6	1	i	-6	-6	0.6	0	-5	1
16	O=C1CCC/C1=C\Nc1ccc(Cl)c([N+](=O)[O-])c1	12	0	i	3	3	2.2	-3	-5	18
17	FC(F)(F)c1cc(-c2ccco2)nc(-n2nnc3ccccc32)n1	6	0	i	-10	-4	1.3	-8	-7	4
18	CCNc1nc(CSc2ccccc2)nc2sc(C)c(C)c12	13	0	i	-5	-8	-1.2	-3	0	29
19	COc1ccc(NC(=O)CN(c2ccccc2C)S(C)(=O)=O)c(OC)c1	-16	0	i	-2	-2	-0.8	19	-4	-2
20	Cc1cc(Cl)ccc1NC(=S)NCc1cccs1	10	2	i	0	0	0.7	-13	-4	0
21	O=C(Nc1ccncc1)c1cc(F)cc(F)c1	-11	-1	i	-1	-3	2.4	4	0	-3
22	COc1cc(/C=N/NC(=O)c2sc(N)c(C#N)c2C)cc(Br)c1O	0	2	i	-2	-13	4.5	-19	-3	-3
23	COc1ccc(/C=N/NC(=O)c2nn(C)cc2Br)cc1CSCc1ccco1	-9	0	i	0	-4	2.0	6	-8	11
24	CCC(=O)N1CCc2cc(S(=O)(=O)CCC(=O)NC(C)CC)ccc21 (centres undefined)	6	-1	i	-3	-3	-1.1	-4	-2	-6
25	CCCCCOC(=O)Cc1c(O)c2ccccc2[nH]c1=O	-6	-1	i	2	-4	1.3	13	-2	-2
26	COc1ccccc1CNc1nc2cc(-c3sccc3C)sc2c(=O)n1C	-16	2	i	-4	-2	0.9	4	-1	21
27	CC1=C(C(=O)Nc2cc(C)ccn2)C(c2cnn(C)c2)C2=C(CC(c3ccccc3)CC2=O)N1 (centres undefined)	-1	0	/	0	-3	0.4	-2	-5	-3
28	Cc1ccc(/C=C/C(=O)Nc2ccc(O)c3c(=O)cc(-c4ccccc4Cl)oc23)cc1	0	1	i	5	-15	1.0	-5	-2	11
29	CCNC(=O)NC(=O)CSc1ccc(S(=O)(=O)N2CCOCC2)cn1	4	2	i	0	-9	1.9	5	-2	-7
30	CC(C)C[C@H](NC(=O)c1[nH]cnc1C(=O)N[C@@H](C)c1ccccc1)C(=O)OCc1ccccc1	-10	5	i	-3	2	/	10	-4	27
31	O=C(CCCN1C(=O)c2cccc3cccc(c23)C1=O)Nc1nccs1	-4	-4	i	-1	6	1.4	-12	-6	-3
32	Cc1cc(CO)nn1-c1ccc([N+](=O)[O-])cc1	-9	-4	i	-1	14	0.2	-10	-5	-2
33	COc1cccc(NC(=O)C2(C)CCN2Cc2ccccc2Cl)c1 (centres undefined)	-9	-1	i	-2	-5	-0.9	0	2	26
34	CCOc1ccc(NC(=S)N(CCc2c(C)[nH]c3ccccc23)Cc2ccco2)cc1	2	3	i	2	-3	-1.2	-18	-1	26
35	Cc1cc(N2CCOCC2)nc(N)n1	-1	0	i	8	5	-1.2	2	0	-7
36	CCCCCCCOC(=O)C1=C(C)Nc2ncnn2C1c1cccs1 (centres undefined)	-5	7.5*	i	-4	-1	-1.3	-4	-3	1
37	O=C(/C=C/c1ccc([N+](=O)[O-])cc1)OCC(=O)N1CCCCCC1	14	-3	i	2	-2	1.8	4	-1	6
38	O=C(O)Cc1ccc(NCc2ccccc2Cl)cc1	1	-1	i	4	-2	0.2	12	-8	-2
39	COc1ccc(OCC(=O)N2CCN(C(=O)c3cccc(F)c3)CC2)cc1	0	-3	i	2	-1	-1.0	1	-4	-6
40	CCOC(=O)Cc1csc(NC(=S)NC(=O)c2cc(OC)cc(OC)c2)n1	21	-1	i	-2	9	1.3	-7	-1	17
41	COC(=O)c1ccc(Cn2cc(Cl)cn2)cc1	16	7	i	3	-4	0.6	9	-1	-1
42	COc1cc(C(c2oc(CO)cc(=O)c2O)c2oc(CO)cc(=O)c2O)cc(OC)c1OC	1	3	i	2	2	0.9	10	0	-9
43	CCN1CCC(NC(=O)Nc2ccc(F)cc2F)CC1	3	-4	i	3	2	-0.5	4	-5	-11
44	CC(C)Cc1cc(C(=O)O)n[nH]1	-10	-3	i	-4	-7	-0.5	0	-3	-6
45	CC(C)CC(=O)Nc1ccc(C(=O)NNC(=O)C(c2ccccc2)c2ccccc2)cc1	0	2	i	2	-3	0.2	-3	-1	2
46	Cc1ccc([C@H]2C[C@@H](O)[C@H](n3cc(-c4ccc(F)cc4)nn3)CN2Cc2cccs2)cc1	6	3	i	-6	-6	-1.3	-9	1	2
47	O=C(O)CCC(=O)Nc1ccccc1C(=O)NC1CCCCC1	16	0	i	0	0	-1.2	-1	-2	-6
48	CCOC(=O)CC1C(=O)NCCN1S(=O)(=O)c1ccccc1 (centres undefined)	4	3	i	/	5	-0.5	12	-12	-7
49	O=C(COC(=O)c1cccc(-n2cnnn2)c1)c1ccc(F)c(F)c1	16	-1	i	-1	-4	1.0	20	-2	12
50	Cc1nn2c(C)c(C(=O)Nc3ccccc3)cnc2c1C#N	-4	2	i	4	3	1.4	-1	-11	-8

# Brought forward from above: 4 compounds; new compounds follow.
entry	Compound	SKN-1 block	Rin1 Abl inh	Neddylation inh	MT1-MMP act inh	E coli Lon inh	MsrA inhibitor	CendR NRP1 mod	MsrA act	FAS-TE inh
47	O=C(O)CCC(=O)Nc1ccccc1C(=O)NC1CCCCC1	16	0	i	0	0	-1.2	-1	-2	-6
48	CCOC(=O)CC1C(=O)NCCN1S(=O)(=O)c1ccccc1 (centres undefined)	4	3	i	/	5	-0.5	12	-12	-7
49	O=C(COC(=O)c1cccc(-n2cnnn2)c1)c1ccc(F)c(F)c1	16	-1	i	-1	-4	1.0	20	-2	12
50	Cc1nn2c(C)c(C(=O)Nc3ccccc3)cnc2c1C#N	-4	2	i	4	3	1.4	-1	-11	-8
51	COc1ccc(/C=N/NC(=O)c2cccc(NC(C)=O)c2)c(C(=O)O)c1OC	-10	-5	i	-5	-8	1.4	-5	-14	-14
52	COc1cc(CN2CCC(n3nccc3NC(=O)CCCc3ccccc3)CC2)ccc1O	-1	4	i	-1	-9	0.2	13	0	-1
53	O=C(CCSc1nc(-c2ccco2)cc(C(F)(F)F)n1)N1CCN(c2ccccc2)CC1	20	3	i	-1	0	1.0	-9	-3	29
54	CC1(C)Cc2c(sc3nc4n(-c5ccccc5)cnn4c(=O)c23)CO1	3	1	i	2	-5	-0.4	-3	-7	1
55	Cc1cc(Nc2ccccc2)n(CCC#N)n1	10	2	i	-1	5	0.1	11	5	-4
56	Cc1cc2c(cc1S(=O)(=O)N1CCN(c3ccccc3F)CC1)OCC(=O)N2	13	2	i	-2	-3	-0.1	8	-3	15
57	COc1ccc(NC(=O)c2c(C)nn(Cc3ccccc3)c2Cl)cc1S(=O)(=O)N1CCOCC1	-2	2	i	0	9	1.5	-16	-8	18
58	CC[C@@H]1C=C(C(=O)O)[C@H](c2ccc(Cl)cc2)N1S(=O)(=O)c1ccc(C)cc1	4	-4	i	3	-4	-0.2	2	-2	-11
59	COc1cc(-c2ccc(=O)[nH]n2)ccc1OC(F)F	1	-2	i	6	-6	-0.4	-10	-7	-7
60	COc1ccc(C(=O)CN(Cc2ccccc2)C2=NCCS2)cc1	0	4	i	-1	5	-0.6	-2	-4	2
61	N#C/C(=C\c1cccnc1)c1nc2ccccc2[nH]1	-3	-2	i	-9	-17	0.0	-24	-3	-7
62	O=C(Cc1coc(-c2ccc(F)cc2)n1)NC1CCCCC1	6	-1	i	0	-2	-0.7	-4	0	1
63	CCNC(=O)C1(C)CCCN(C(=O)c2ccc3ccccc3n2)C1 (centres undefined)	-3	1	i	2	-6	0.7	-2	-9	-12
64	CCOCCCNC(=O)C(Cc1ccccc1)NS(=O)(=O)c1ccc2c(c1)c(=O)n(C)c(=O)n2C (centres undefined)	-1	2	i	-1	0	-0.1	9	-10	-6
65	N#Cc1cccc(NC(=O)CC2CCCC2)c1	-5	1	i	-1	-4	1.1	12	-1	0
66	O=C(Nc1cccc(-c2ccc(N3CCOCC3)nn2)c1)c1ccccc1Cl	20	2	i	3	-1	0.5	2	1	-5
67	CC(CC(=O)Nc1ccc(-c2ccno2)cc1)n1cccn1 (centres undefined)	5	-1	i	-2	-16	-0.1	-21	-1	-8
68	C[n+]1nc(Nc2ccccc2)sc1-c1ccc(O)cc1	2	-7	i	-3	-5	-0.6	0	-10	-8
69	Nc1nc(CCOc2ccc(F)cc2)cs1	1	-6	i	5	0	0.7	-8	-9	-4
70	OC1CCN(Cc2cccc3ccccc23)CC1	0	-3	i	-2	9	-1.3	6	-5	-2
71	Cc1ccc(C(=O)NCCc2nnc3ccc(SCC(=O)NCc4ccc(F)cc4)nn23)cc1	16	7	i	-2	-5	1.0	1	2	1
72	COc1ccc(OC)c(NC(=S)NCC(c2cccnc2)N2CCOCC2)c1 (centres undefined)	10	3	i	-2	1	-0.9	0	-2	13

# Assay outcomes: PubChem BioAssay, several laboratories
